Bioassay records: PubChem BioAssay, Broad Institute
RAD54 branch = RAD54 (human) branch migration inhibition; actives 0.14% (n = 360,000); inhibition, % at 10.4 µM; Q92698; AID 602329; RAD54 Holliday junction branch migration, FAM/BHQ fluorescence;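 active = mean normalized replicate activity at least 40 and at least half of replicates scoring 40 or more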;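 also: 0% = median of neutral control wells and 100% = median of positive control wells; inhibitors cause a drop in the FAM fluorescence signal; in these data hits start at about 50%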
RAD52 anneal inh = RAD52 (human) annealing inhibition; P43351; AID 651710; actives 0.46% (n = 360,000); recombinant RAD52 DNA annealing, FRET fluorescence; inhibition, % at 18.7 µM;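 active = every replicate showing at least 50% inhibition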
Target sequence (P43351 whole entry, looked up): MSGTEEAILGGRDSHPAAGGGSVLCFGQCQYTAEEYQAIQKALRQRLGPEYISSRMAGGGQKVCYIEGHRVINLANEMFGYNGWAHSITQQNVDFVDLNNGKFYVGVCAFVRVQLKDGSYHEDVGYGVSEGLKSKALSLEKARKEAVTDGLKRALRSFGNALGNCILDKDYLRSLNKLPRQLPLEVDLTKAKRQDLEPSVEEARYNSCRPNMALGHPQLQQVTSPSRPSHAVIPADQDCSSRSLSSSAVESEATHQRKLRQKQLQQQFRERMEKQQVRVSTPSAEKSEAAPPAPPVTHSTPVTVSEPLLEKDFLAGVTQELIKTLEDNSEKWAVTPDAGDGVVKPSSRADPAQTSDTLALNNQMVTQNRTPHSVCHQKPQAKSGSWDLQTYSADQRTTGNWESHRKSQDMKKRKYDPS
PglD inh = blocks C. jejuni PglD acetyltransferase activity | purified PglD enzyme, DTNB colorimetric CoA detection | inhibition, % at 12.5 µM | actives 0.098% (n = 360,000) | AID 602405; in the data active = inhibition above about 16%, passing the limit was not always enough; also: strong numbers were not always called active
ARNT-TACC3 inh = disruptors of human ARNT/TACC3 interaction; AlphaScreen His-ARNT PAS-B/GST-TACC3 binding, luminescence; TACC3 fragment carries E629A point mutation; AID 623870; actives 0.66% (n = 390,000); inhibition, % at 9.99 µM;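 active = mean inhibition of replicates at least 50% and at least half of replicates each reaching 50%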;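 also: 0% = complete ARNT plus TACC3 wells and 100% = ARNT alone without TACC3; many hits fall short of the cut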
ERp5 block = inhibitors of human ERp5. inhibition, % at 9.99 µM. ERp5 insulin aggregation, absorbance 650 nm, 90 min. Q15084. actives 0.05% (n = 350,000);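 active = mean replicate inhibition above about 25%, with every replicate also reaching it, limit read from the data, passing the limit was not always enough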
E-sel inducer = induces E-selectin expression in human endothelial cells; P16581; HUVEC E-selectin immunofluorescence imaging; normalized: neutral wells 0, TNF-alpha wells 100; activation, % at 7.58 µM; actives 0.37% (n = 260,000);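 active = mean E-selectin-positive cell signal at least 10% of the positive control, reached in at least 60% of replicates, without over 20% cell loss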;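 also: in these data hits start at about 27%; measured in HUVEC primary endothelial cells; signal is the percent of cells scored E-selectin positive by PE staining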
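Material: HUVEC primary endothelial cells; Amount: 3,000 cells per well; Dosing: single concentration; Medium: EGM-2 growth medium on 0.1% gelatin-coated wells; Read-out basis: percent E-selectin-positive cells; Signal: immunofluorescence imaging; Control set: TNF-alpha, DMSO.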
esBAF inh = blocks esBAF chromatin remodeling in mouse ES cells; Bmi1-luciferase knock-in reporter, 24 h; 100% = twice the neutral-well signal; reporter increase, % at 12.5 µM; actives 2% (n = 350,000); AID 602393; in the data active = activation above about 40%;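 also: 0% = median of the plate's neutral control wells and 100% = double that signal; a rise in the Bmi1 reporter signal indicates esBAF inhibition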
Casp6 inh = inhibitors of human caspase-6. P55212. purified caspase-6, Z-VEID-R110 cleavage fluorescence. inhibition, % at 12.5 µM. actives 0.53% (n = 350,000);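 active = mean inhibition across replicates at least about 35%, with every replicate also reaching that limit, limit read from the data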;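 also: 0% = median of neutral control wells and 100% = no fluorescence left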
Target sequence (P55212 24-179 limits assumed): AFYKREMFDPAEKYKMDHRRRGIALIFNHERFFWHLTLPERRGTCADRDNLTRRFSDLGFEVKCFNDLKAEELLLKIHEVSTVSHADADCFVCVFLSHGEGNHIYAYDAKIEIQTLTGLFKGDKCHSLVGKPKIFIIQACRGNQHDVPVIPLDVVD
Target sequence (P55212 194-293 limits assumed): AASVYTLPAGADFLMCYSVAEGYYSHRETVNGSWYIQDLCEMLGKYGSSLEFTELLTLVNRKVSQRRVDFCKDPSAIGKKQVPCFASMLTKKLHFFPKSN
* = called active by the depositor.

Results for O=C(C[C@H]1C=C[C@H](NC(=O)Nc2ccc3c(c2)OCO3)[C@@H](CO)O1)NCCCN1CCOCC1 ?
RAD54 branch: -3; RAD52 anneal inh: 8; PglD inh: -3; ARNT-TACC3 inh: 6; ERp5 block: 5; E-sel inducer: 0.2; esBAF inh: 1; Casp6 inh: -9

What do the screens show for `COC(=O)COc1ccc(NC(=O)C2CCCO2)cc1` (centres undefined)?
RAD54 branch: 4; PglD inh: 5; ARNT-TACC3 inh: 0; esBAF inh: -3

Results for CCN(C1CCCCC1)S(=O)(=O)CCNC(=O)c1ccc(OC)cc1 ?
RAD54 branch: -5; RAD52 anneal inh: -15; PglD inh: 7; ERp5 block: 1; E-sel inducer: 0.3; esBAF inh: -3; Casp6 inh: -3

How did O=C(CSCc1ccc(Cl)cc1)N1CCCCC1 do in these assays?
RAD54 branch: 4; PglD inh: -3; ARNT-TACC3 inh: -10; esBAF inh: 48*

Results for COc1cccc(S(=O)(=O)N2C[C@H](O)COC[C@H]3O[C@@H](CC(=O)Nc4ccccc4)CC[C@@H]32)c1 ?
RAD54 branch: -10; RAD52 anneal inh: -4; PglD inh: 4; ARNT-TACC3 inh: -1; ERp5 block: -5; E-sel inducer: 0.0; esBAF inh: 0; Casp6 inh: 2

How did COc1cc(OC)c2c(-c3cccc(-c4ccc(C#N)cc4)c3)cc(=O)oc2c1 do in these assays?
RAD54 branch: 0; RAD52 anneal inh: -14; PglD inh: -1; ARNT-TACC3 inh: 2; ERp5 block: -3; E-sel inducer: 5.4; esBAF inh: -11; Casp6 inh: -1

How did O=S1(=O)CC(N2CCCC2)CN1Cc1cn(Cc2ccc(Cl)cc2)nn1 (centres undefined) do in these assays?
RAD52 anneal inh: -10; ERp5 block: 4; E-sel inducer: 0.4; Casp6 inh: -2

Results for Cc1c(NC(=S)NC(C)(C)C)c(=O)n(-c2ccccc2)n1C ?
RAD52 anneal inh: 10; ARNT-TACC3 inh: -2; ERp5 block: 3; E-sel inducer: 0.3; Casp6 inh: -5

How did CCN(CC1CCCN(CCc2cccc(F)c2)C1)C(=O)c1cc2ccccc2o1 (centres undefined) do in these assays?
RAD54 branch: -4; RAD52 anneal inh: -12; PglD inh: -1; ARNT-TACC3 inh: 2; ERp5 block: -3; E-sel inducer: 9.1; esBAF inh: -1; Casp6 inh: -7

What do the screens show for `CN(C[C@H](Cc1ccccc1)N(C[C@H](Cc1ccccc1)N(CC1(c2ccccc2)CC1)N=O)N=O)N=O`?
RAD54 branch: 2; RAD52 anneal inh: -19; PglD inh: -5; ARNT-TACC3 inh: -4; ERp5 block: 3; E-sel inducer: -0.2; esBAF inh: 9; Casp6 inh: -8

How did COCCCN(Cc1cc(OC)c(OC)c(OC)c1)C(=S)Nc1cccc(Cl)c1 do in these assays?
RAD54 branch: 3; RAD52 anneal inh: 1; PglD inh: 7; ERp5 block: -2; E-sel inducer: 0.0; Casp6 inh: 1

How did CC(NC(=O)c1cc2cc([N+](=O)[O-])ccc2oc1=O)C1CCCO1 (centres undefined) do in these assays?
RAD54 branch: -8; RAD52 anneal inh: 5; PglD inh: -4; ARNT-TACC3 inh: -1; ERp5 block: -2; esBAF inh: 4; Casp6 inh: 2

What do the screens show for `Cc1nc2ccccc2n1CC(=O)c1ccccc1`?
RAD54 branch: -22; RAD52 anneal inh: -9; PglD inh: -1; ARNT-TACC3 inh: -10; ERp5 block: -6; E-sel inducer: 0.3; esBAF inh: 4; Casp6 inh: -3

How did Cc1ccc(C(=O)NCC(=O)Nc2ccccc2C)o1 do in these assays?
RAD54 branch: -1; RAD52 anneal inh: -8; PglD inh: 0; ERp5 block: -3; E-sel inducer: 4.2; esBAF inh: -4; Casp6 inh: 0

Results for CCc1csc(N2[C@H](C#N)[C@H](c3ccc(-c4ccc(F)cc4)cc3)[C@@H]2CO)n1 ?
RAD54 branch: -1; RAD52 anneal inh: -29; PglD inh: -3; ARNT-TACC3 inh: 8; ERp5 block: 19; E-sel inducer: 0.8; esBAF inh: -6; Casp6 inh: 20

Results for COC(C(=O)Nc1ccc(S(=O)(=O)N2CCCCC2)cc1)c1ccccc1 (centres undefined) ?
RAD54 branch: 1; RAD52 anneal inh: -20; PglD inh: 3; ARNT-TACC3 inh: 33; ERp5 block: -1; esBAF inh: -12; Casp6 inh: -2

Results for CCc1cccc(NC(=O)CS(=O)Cc2nc(-c3ccc(C)cc3)oc2C)c1 (centres undefined) ?
RAD54 branch: -7; RAD52 anneal inh: -6; PglD inh: 1; ARNT-TACC3 inh: -1; ERp5 block: 1; E-sel inducer: 0.0; esBAF inh: 6; Casp6 inh: 3

How did Cn1c(=O)n(C)c2cc([N+](=O)[O-])c(N3CCN(C(=O)c4ccccc4Br)CC3)cc21 do in these assays?
RAD52 anneal inh: 2; ARNT-TACC3 inh: 12; ERp5 block: 0; E-sel inducer: -1.6; Casp6 inh: -6

How did C[C@@H]1CN([C@H](C)CO)C(=O)Cc2cc(NS(=O)(=O)c3cccs3)ccc2O[C@@H]1CN(C)C(=O)Nc1ccc2c(c1)OCO2 do in these assays?
RAD54 branch: 1; RAD52 anneal inh: 3; PglD inh: 1; ARNT-TACC3 inh: -5; ERp5 block: -3; E-sel inducer: -8.1; esBAF inh: 10; Casp6 inh: 2

How did CSc1nc2ccccc2nc1N(C)S(=O)(=O)c1ccc(C)cc1 do in these assays?
RAD54 branch: -13; RAD52 anneal inh: -18; PglD inh: 2; ARNT-TACC3 inh: -4; ERp5 block: -2; E-sel inducer: -0.1; Casp6 inh: -1

What do the screens show for `CC(C)OC(=O)c1cccc(C(=O)Nc2cccc(NC(=O)c3cccc(C(=O)OC(C)C)n3)n2)n1`?
RAD54 branch: 2; RAD52 anneal inh: -5; PglD inh: 11; ERp5 block: -4; E-sel inducer: 0.1; esBAF inh: -6; Casp6 inh: -2

What do the screens show for `O=C(O)C1C2CCC(C2)C1C(=O)NCCCn1ccnc1` (centres undefined)?
RAD54 branch: 1; PglD inh: 7; ARNT-TACC3 inh: 16; esBAF inh: 1

How did Cn1cccc1C(=O)OCC(=O)NNC(=O)c1ccc([N+](=O)[O-])cc1 do in these assays?
RAD54 branch: -1; RAD52 anneal inh: -6; PglD inh: 4; ARNT-TACC3 inh: 4; ERp5 block: 1; E-sel inducer: 1.3; esBAF inh: -5; Casp6 inh: 3

Results for O=C(Nc1cccnc1)c1cc(-c2ccc3c(c2)OCO3)on1 ?
RAD54 branch: 9; PglD inh: -3; ARNT-TACC3 inh: -8; esBAF inh: 69*

What do the screens show for `CC1=C(C(=O)Nc2ccccn2)C(c2ccc(F)cc2)n2ncnc2N1` (centres undefined)?
RAD52 anneal inh: 3; ARNT-TACC3 inh: 17; ERp5 block: 5; esBAF inh: 10; Casp6 inh: 0

Results for CC(C)(C)C(=O)C1=C(O)C(=O)N(Cc2ccccc2)C1c1ccccc1F (centres undefined) ?
RAD54 branch: -1; RAD52 anneal inh: -12; PglD inh: 73*; ARNT-TACC3 inh: -7; ERp5 block: 1; E-sel inducer: 0.4; esBAF inh: -1; Casp6 inh: 0

What do the screens show for `O=C1NC(Cc2ccccc2)c2nc3cc(F)ccc3c(=O)n2-c2cc3ccccc3cc21` (centres undefined)?
RAD54 branch: 7; RAD52 anneal inh: -19; PglD inh: 2; ERp5 block: 3; E-sel inducer: 0.4; esBAF inh: 17; Casp6 inh: 3

Results for NC(=O)c1nsc(C(=O)N(Cc2ccco2)C(C(=O)NCc2ccc(F)cc2)c2ccc(O)cc2)c1N (centres undefined) ?
RAD54 branch: 8; RAD52 anneal inh: -5; PglD inh: 9; ERp5 block: 1; esBAF inh: 6; Casp6 inh: 0

Results for O=C(CSc1nnc(-c2ccccn2)n1Cc1ccccc1)N1CCCC1 ?
RAD54 branch: 4; PglD inh: -5; ARNT-TACC3 inh: 2; esBAF inh: 3

How did CN(CC(=O)Nc1ccc(Cl)c(Cl)c1)C(=O)C12CC3CC(CC(C3)C1)C2 do in these assays?
RAD52 anneal inh: -21; ARNT-TACC3 inh: -2; ERp5 block: 0; esBAF inh: -6; Casp6 inh: 1

What do the screens show for `CC1(C)C(C(=O)OCC(Cl)(Cl)Cl)N2C(=O)C(NC(=O)Cc3ccccc3)C2S1=O` (centres undefined)?
RAD54 branch: 0; RAD52 anneal inh: -2; PglD inh: -7; ARNT-TACC3 inh: -6; ERp5 block: 4; E-sel inducer: -0.3; esBAF inh: -3; Casp6 inh: 4

What do the screens show for `O=C(c1cccnc1)N1CC(=O)N2[C@H](C1)[C@@H](c1ccc(-c3cccnc3)cc1)[C@@H]2CO`?
RAD52 anneal inh: -13; ERp5 block: -3; E-sel inducer: 0.0; Casp6 inh: 0

Results for COCCCNC(=O)C1=CCN(S(=O)(=O)c2ccc(C)cc2)CC1 ?
RAD54 branch: 10; RAD52 anneal inh: -16; PglD inh: 2; ARNT-TACC3 inh: -3; ERp5 block: 0; esBAF inh: 2; Casp6 inh: 0

How did CCN(CC)S(=O)(=O)c1ccc(N/N=C(\C)c2ccc(OC)cc2O)nc1 do in these assays?
RAD52 anneal inh: -19; ARNT-TACC3 inh: 28; ERp5 block: 0; E-sel inducer: 12; esBAF inh: -31; Casp6 inh: 1

How did COc1ccccc1NC(=O)c1ccc(NC(=O)C2CC2C)cc1 (centres undefined) do in these assays?
RAD54 branch: 16; RAD52 anneal inh: -3; PglD inh: -3; ARNT-TACC3 inh: 1; ERp5 block: 3; E-sel inducer: 0.2; esBAF inh: 4; Casp6 inh: 2

How did CC(C)(C)OC(=O)CN1C(=O)C(Sc2n[nH]c(-c3ccccc3)n2)CCc2ccccc21 (centres undefined) do in these assays?
RAD54 branch: -5; RAD52 anneal inh: 11; PglD inh: -4; ARNT-TACC3 inh: -9; ERp5 block: -2; esBAF inh: 19; Casp6 inh: 4

What do the screens show for `CSc1cccc(CN2CCN(Cc3ccccc3)C(CCO)C2)c1` (centres undefined)?
RAD52 anneal inh: -10; ARNT-TACC3 inh: -1; ERp5 block: 3; Casp6 inh: 4

How did COc1ccc(-c2nc(N=Nc3ccc(O)cc3)n[nH]2)cc1 do in these assays?
RAD54 branch: 6; RAD52 anneal inh: -12; PglD inh: 2; ARNT-TACC3 inh: 0; ERp5 block: 2; E-sel inducer: -0.5; esBAF inh: 14; Casp6 inh: 3

Results for NC(=O)C1CN(C(=O)c2nn(Cc3ccccc3)c(=O)c3ccccc23)c2ccccc2O1 (centres undefined) ?
RAD54 branch: 0; RAD52 anneal inh: -5; PglD inh: 4; ARNT-TACC3 inh: 2; ERp5 block: -2; Casp6 inh: 4

Results for CC(C)Nc1nnc(SC(C)C(=O)NCc2ccc3c(c2)OCO3)s1 (centres undefined) ?
RAD52 anneal inh: -4; ARNT-TACC3 inh: -7; ERp5 block: -2; E-sel inducer: 12; Casp6 inh: 0

Results for O=C(Nc1ccccc1F)N[C@@H]1CC[C@@H](CCNC(=O)C2CCOCC2)O[C@H]1CO ?
RAD54 branch: -3; RAD52 anneal inh: -12; PglD inh: 1; ARNT-TACC3 inh: -15; ERp5 block: 1; E-sel inducer: -0.2; esBAF inh: -2; Casp6 inh: 2

How did COCC(=O)N(C)C[C@H]1Oc2cc(C#Cc3ccccc3)ccc2S(=O)(=O)N([C@@H](C)CO)C[C@@H]1C do in these assays?
RAD54 branch: 10; RAD52 anneal inh: -28; PglD inh: -3; ARNT-TACC3 inh: 0; ERp5 block: 3; E-sel inducer: -0.3; esBAF inh: -8; Casp6 inh: 0

Of the compounds above, these have a cyano group:
How did COc1cc(OC)c2c(-c3cccc(-c4ccc(C#N)cc4)c3)cc(=O)oc2c1 do in these assays?
RAD54 branch: 0; RAD52 anneal inh: -14; PglD inh: -1; ARNT-TACC3 inh: 2; ERp5 block: -3; E-sel inducer: 5.4; esBAF inh: -11; Casp6 inh: -1

Results for CCc1csc(N2[C@H](C#N)[C@H](c3ccc(-c4ccc(F)cc4)cc3)[C@@H]2CO)n1 ?
RAD54 branch: -1; RAD52 anneal inh: -29; PglD inh: -3; ARNT-TACC3 inh: 8; ERp5 block: 19; E-sel inducer: 0.8; esBAF inh: -6; Casp6 inh: 20
